TSHR antagonist = blocks TSH signaling through the human TSH receptor; TSHR-expressing cells, TSH-stimulated cAMP HTRF, 2 h; hits give low values; activity change, negative = inhibition, % at 11.5 µM; P16473; 330,000 compounds, 0.2% hits;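 active = activity change below a set negative limit, meaning inhibition stronger than a set level, cut at about -70% in these data; inconclusive = activity change between two set negative limits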; note: % is set by controls: 0 for no effect and ±100 for the full control effect
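Freshly harvested TSHR cells receive pin-tooled compound, then EC80 TSH at 4nM final. After 2 hours at 37 deg C, antibody in lysis buffer and cAMP-d2 are added; 30 minutes at ambient temperature precede the HTRF read.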
USP2a inh = blocks human ubiquitin-specific protease USP2a; Potency, µM (series often up to 38.3 µM), for inactives: at the highest dose activity change, negative = inhibition, hits mostly inhibitors; O75604; USP2 core, Ub-CHOP2 coupled fluorogenic reporter, 485/531; AID 463254; 330,000 compounds, 0.01% hits;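 note: potency is the fitted concentration of half-maximal effect; plate controls were DMSO wells for no effect and full inhibition by NEM control for full effect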
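Deubiquitinase activity read as fluorescence (485/531 nm) after Ub-CHOP2 cleavage activates the enterokinase reporter on its substrate; USP2 core 10nM, Ub-CHOP2 and substrate 25nM each, 30min compound preincubation then 60min RT; data normalized to NEM, curves fitted.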
TSG101-PTAP inh = blocks PTAP/TSG101 interaction to inhibit HIV-1 budding | Q99816 | Fluorescence polarization, FITC-PTAP peptide / Tsg101 binding | Potency, µM (doses to about 115 µM), without a hit: top-dose activity change, negative = inhibition, usual class: inhibitors | 340,000 tested, under 10 active | AID 493005; active = well fitted inhibition curve with a large enough effect in the main read-out, with a control signal flat, not every such curve was filed as active; inconclusive = small, poorly fitted or top-dose-only effect, or effect the other way, or a change in a side signal; inactive = no such curve, though single readings can be large or run the other way; note: potency is the fitted concentration of half-maximal effect; % of control where 0% means no effect
Target sequence (Q99816 whole entry, looked up): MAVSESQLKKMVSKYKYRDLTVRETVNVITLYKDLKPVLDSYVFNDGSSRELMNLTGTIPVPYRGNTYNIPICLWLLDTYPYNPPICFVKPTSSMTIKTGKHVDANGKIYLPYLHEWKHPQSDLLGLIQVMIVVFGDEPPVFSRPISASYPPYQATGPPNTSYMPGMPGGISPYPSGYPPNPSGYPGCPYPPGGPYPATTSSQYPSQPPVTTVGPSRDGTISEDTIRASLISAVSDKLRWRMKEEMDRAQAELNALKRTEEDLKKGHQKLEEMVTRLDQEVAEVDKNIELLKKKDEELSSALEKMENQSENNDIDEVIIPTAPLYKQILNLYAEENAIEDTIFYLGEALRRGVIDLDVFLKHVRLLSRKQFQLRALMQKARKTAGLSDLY
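Compounds were pin-transferred onto Tsg101 binding domain (10 uM final) in HEPES pH 7.5 buffer, then FITC-PTAP peptide was added at 50 nM final. After 20 min at RT, polarization reported peptide displacement across a qHTS concentration series.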
ELG1 repair inh = blocks ELG1-dependent DNA repair in HEK293T cells | HEK293T ELG1-luciferase reporter, luminescence, 16 h; DNA damage induced by 5-fluorouridine | Potency, µM (series often up to 46.1 µM), without a hit: at the highest dose activity change, negative = inhibition, usual class: inhibitors | 330,000 compounds, 2.3% hits | AID 504467; note: potency is the fitted concentration of half-maximal effect; % is set by controls: 0 for no effect and ±100 for the full control effect; nearly all actives have a fitted effect of over 55% in size
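In this reporter screen, reduction of luminescence relative to DMSO vehicle indicated activity. Compounds and 5-fluorouridine were added together to 2,000 cells per well, incubated for 16 hr at 37 °C, then developed with ONE-Glo.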
TCR act = activators of T cell receptors; primary human leukocytes, anti-CD3, IL-2 HTRF, 48 h; Potency, µM (highest dose often 9.22 µM), without a hit: at the highest dose activation of IL-2 secretion, usual class: activators; 330,000 tested, under 10 active; AID 504894; note: % of control where 0% means no effect
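IL-2 produced over 48 hr by a-CD3 bead-stimulated primary human leukocytes exposed to compounds was detected with a homogeneous time-resolved FRET immunoassay, 665nm acceptor signal after 320nm excitation.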
Mito fusion yeast = mitochondrial division inhibition or fusion activation. S. cerevisiae fusion-defective mutant growth rescue, CellTiterGlo 48 h. Potency, µM (titrated, usually from 46.1 µM), inactives show at the top dose growth rescue (activation), hits mostly activators. 320,000 compounds, 0.23% hits;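 note: potency is the fitted concentration of half-maximal effect; % of control where 0% means no effect; nearly all actives have a fitted effect of over 45% in size; temperature-sensitive fusion mutants such as fzo1-1 at 37 °C on non-fermentable ethanol glycerol medium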
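Read-out: ATP-based luminescence (CellTiterGlo, 10 min ambient) reporting growth of fusion-defective ts yeast after 48 hours at 37C on glycerol/ethanol YPEG medium in the presence of compound.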
Eya2 phos inh = inhibitors of human Eya2 phosphatase activity | Potency, µM (doses to about 76.9 µM), inactives show at the top dose activity, negative = inhibition, actives largely listed as inhibitors | O00167 | recombinant Eya2, OMFP fluorescence dephosphorylation (OMFP is methylfluorescein phosphate) | 330,000 compounds, 0.006% hits | AID 488837; note: potency is the fitted concentration of half-maximal effect; % is set by controls: 0 for no effect and ±100 for the full control effect
Target sequence (O00167 whole entry, looked up): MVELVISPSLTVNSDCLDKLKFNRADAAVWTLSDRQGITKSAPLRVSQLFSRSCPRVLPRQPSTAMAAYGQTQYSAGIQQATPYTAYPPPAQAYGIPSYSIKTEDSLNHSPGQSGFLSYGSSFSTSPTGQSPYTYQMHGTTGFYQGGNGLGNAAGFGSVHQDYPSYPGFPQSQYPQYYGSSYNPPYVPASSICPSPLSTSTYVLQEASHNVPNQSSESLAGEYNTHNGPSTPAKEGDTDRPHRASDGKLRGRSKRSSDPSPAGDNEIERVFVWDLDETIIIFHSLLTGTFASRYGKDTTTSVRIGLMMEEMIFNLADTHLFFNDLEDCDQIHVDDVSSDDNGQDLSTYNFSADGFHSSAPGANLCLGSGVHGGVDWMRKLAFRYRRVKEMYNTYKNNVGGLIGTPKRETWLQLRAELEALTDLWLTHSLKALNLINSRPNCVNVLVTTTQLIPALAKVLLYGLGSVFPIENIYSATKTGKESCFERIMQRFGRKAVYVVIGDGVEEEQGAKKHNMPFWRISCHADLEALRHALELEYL
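Eya2 protein (added as 0.2 uM solution) was preincubated with compound for 10 min at ambient temperature in 50 mM HEPES pH 7.5, 50 mM NaCl, 5 uM MgCl2, 0.05% BSA, 1 mM DTT. OMFP (added at 50 uM) then reacted 10 min; fluorescence read at 485/525 nm.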
Tb PFK inh = inhibitors of T. brucei phosphofructokinase; O15648; T. brucei PFK, ADP-Glo luminescence; Potency, µM (doses to about 57.5 µM), without a hit: at the highest dose activity, negative = inhibition, most hits filed as inhibitors; 330,000 compounds, 0.17% hits; AID 485367;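 note: potency is the fitted concentration of half-maximal effect; 0% = uninhibited 1x PFK enzyme wells and -100% = no-enzyme wells; nearly all actives have a fitted effect of over 60% in size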
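Activity is normalized to no-enzyme wells (full inhibition) and 1.25 nM enzyme wells (no inhibition). Reaction: 0.5 mM F6P, 0.1 mM ATP, 45 min RT, ADP-Glo luminescence; concentration-response curves fitted and classed by quality.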
B2AR arrestin = recruits beta-arrestin to the human beta2-adrenergic receptor; P07550; beta-arrestin recruitment to beta2AR, cell-based reporter; Potency, µM (top dose mostly 46.1 µM), without a hit: top-dose activation, usual class: activators; 330,000 compounds, 0.02% hits;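 note: potency is the fitted concentration of half-maximal effect; 0% = DMSO controls and full agonism = EC100 isoproterenol or metaproterenol; nearly all actives have a fitted effect of over 65% in size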
BCR signal inh = inhibitors of chronic active B-cell receptor signaling; ABC-DLBCL IkBa-CBG/CBR reporter, luminescence ratio, 4 h; 340,000 compounds, 0.05% hits; Potency, µM (series often up to 46.1 µM), for the others: at the top dose ratio change, negative = lower green/red ratio, most hits filed as inhibitors; AID 493014; active = well fitted inhibition curve with a large enough effect in the signal ratio, with a control signal flat, not every such curve was filed as active; inconclusive = small, poorly fitted or top-dose-only effect, or effect the other way, or a change in a side signal; the % refers to the signal ratio;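 note: potency is the fitted concentration of half-maximal effect; plate controls were basal doxycycline-induced cells for no effect and cells given 10 µM MG132 for full effect; MG132 reads +100%, hits lower the ratio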
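Cell line TMD8 (human ABC DLBCL), stably expressing tet-inducible CBG68-IkBa fusion and CBR; IMDM/0.5% FBS; cpd up to 46 uM; dox induction, 4 h, 37C/5% CO2; dual luminescence; green/red ratio; MG132 control.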
uPA generation = inhibitors of cell surface uPA generation; cell surface uPA generation assay, qHTS; AID 540303; Potency, µM (top dose mostly 38.3 µM), inactives show top-dose activity change, negative = inhibition, usual class: inhibitors; 330,000 compounds, 0.31% hits; active = well fitted inhibition curve with a large enough effect; inconclusive = small, poorly fitted or top-dose-only effect; inactive = no such curve, though single readings can be large or run the other way; tested in mouse RAW 264.7 cells; note: potency is the fitted concentration of half-maximal effect; % is set by controls: 0 for no effect and ±100 for the full control effect; nearly all actives have a fitted effect of over 55% in size
* marks the source's active call; other numbers are inactive results; ? = inconclusive; / = no result given; [ ] = dose if it differs, or a comment. Unless noted, calls come from the whole dose curve; as a rule, active = well fitted curve in the direction sought with a large enough effect; inconclusive = small, poorly fitted or top-dose-only effect, or another doubt; inactive = no such curve, though single readings can be large; an effect the other way counts as inactive or inconclusive. Hits appear at their usual frequency; about 3% have a hit in one of these screens.

SMILES	TSHR antagonist	USP2a inh	TSG101-PTAP inh	ELG1 repair inh	TCR act	Mito fusion yeast	Eya2 phos inh	Tb PFK inh	B2AR arrestin	BCR signal inh	uPA generation
Cc1ccc(C(=O)Nc2nc(-c3ccccn3)cs2)o1	-6.3	-2.1%	-0.5%	?	0.7%	-9.8%	?	0.2%	-0.7%	5.2%	?
O=C(c1ccccn1)N(Cc1cc2ccccc2[nH]c1=O)C1CCCCC1	2.6	0.7%	-2.3%	?	-3.7%	1.7%	10.1%	0.0%	0.3%	-0.7%	-2.7%
COc1cccc(/C=C(/C(=O)OCC(=O)NC2CCCC(C)C2C)c2ccccc2)c1 (configuration not stated)	-27.8	4.1%	2.4%	?	-6.9%[46.1 µM]	?	-13.8%	-3.7%	-0.1%	-4.4%	6.6%
CCOc1ccc(S(=O)(=O)/N=C(/Nc2ccc(C)c(S(=O)(=O)N3CCOCC3)c2)c2ccccc2)cc1	/	4.0%	-2.7%	?	-0.8%	/	6.0%	7.9%	-1.0%	-1.3%	-1.8%
CC(=O)Oc1ccc(Cl)cc1/C=C/c1ccc2ccccc2n1	-7.5	0.6%	0.5%	?	-0.2%[46.1 µM]	7.9%	-15.7%	-1.2%	0.3%	?	-15.2%
O=C(COC(=O)c1ccc([N+](=O)[O-])o1)NC12CC3CC(CC(C3)C1)C2	-3.8	2.0%	-4.7%	9.4%	-0.9%	/	-1.0%	-1.9%	0.2%	0.3%	0.3%
Cc1ccc(SCCC(=O)OCC(=O)NCC2CCCCC2)cc1	-2.2	2.9%	-4.2%	-18.5%	-2.4%	-0.2%	?	-4.7%	0.1%	-3.6%	-1.6%
COc1ccc(-c2nnn(CC(=O)N(Cc3cccs3)C(C)C(=O)NCCC(C)C)n2)cc1OC (configuration not stated)	-7.4	-1.1%	-0.3%	?	-6.7%	4.3%	-27.6%	-2.2%	0.0%	-26.1%	-6.9%
Cc1cccc(OCC(=O)Nc2cccc(-c3nnc(-c4ccccc4)o3)c2)c1C	-2.2	-0.1%	0.1%	-5.7%	-5.0%	-1.6%	0.8%	-0.3%	-0.3%	?	-6.7%
COC(=O)c1c(NC(C)=O)sc(Cc2ccccc2)c1C	-7.4	-3.4%	-4.8%	9.4%	-15.3%	-0.2%	-1.9%	0.5%	0.0%	7.1%	-8.6%
NNC(=O)c1cnn(Cc2ccccc2)c1N	3.1	-2.4%	-3.9%	16.7%	-0.8%[46.1 µM]	-2.4%	-5.5%	-2.8%	-0.4%	-0.6%	-0.7%
CCOC(=O)c1c(NC(=O)CSc2nc3ccc(OC)cc3[nH]2)sc2c1CC(C)(C)NC2(C)C	-2.1	-0.4%	-10.6%	?	-0.4%	9.9%	28.7%	2.3%	0.1%	-4.8%	-8.9%
N#Cc1nc(-c2cccc3ccccc23)oc1N1CCCCC1	-11.0	-0.9%	0.1%	59.1%	-17.6%	-0.1%	-4.8%	0.1%	-0.2%	0.7%	3.5%
CC(=NCCN1CCOCC1)C1=C(O)c2ccccc2C1=O	3.0	0.3%	-2.1%	?	2.4%	0.0%	-4.3%	-0.6%	-1.1%	-1.8%	-4.3%
O=C1C=C(c2ccnc3cc(Cl)ccc23)C[C@@H](c2ccc3c(c2)OCO3)C1	-43.1	-12.8%	-3.4%	5.7%	7.4%	?	1.6%	0.0%	-0.8%	?	?
COc1ccc2nc(Nc3ccc4c(c3)OCO4)sc2c1	11.8	0.6%	-3.3%	?	/	1.1%	-0.3%	-12.4%	0.1%	?	2.0%
CC(=O)NC/C(C)=N\Nc1ccc([N+](=O)[O-])cc1	5.3	-1.3%	2.1%	?	-1.2%	-2.8%	-2.1%	-7.8%	0.4%	?	0.4%
O=C(C1=C(O)C(=O)N(CCOCCO)C1c1cccc([N+](=O)[O-])c1)c1cccs1 (configuration not stated)	0.6	2.4%	-2.3%	?	-12.1%	4.6%	-0.7%	?	-0.8%	1.1%	-3.4%
CNC(=O)Nc1ccccc1C(=O)Nc1ccccc1	1.2	-1.6%	-1.6%	-0.9%	4.3%	10.1%	?	1.6%	-0.6%	-1.8%	-1.6%
O=C(Cc1ccc(Br)cc1)OCC(=O)c1ccc2c(c1)OCCO2	-5.9	0.9%	-2.6%	?	-8.3%	7.2%	2.5%	0.9%	0.2%	7.2%	0.5%
Cn1nccc1NC(=O)Nc1cccc(Cl)c1Cl	10.7	0.7%	-4.9%	-10.1%	5.3%	-3.0%	17.5%	-18.1%	-0.4%	?	2.7%
CN(CCOc1ccc(Cl)cc1)C(=O)c1cc([N+](=O)[O-])ccc1N1CCOCC1	0.4	-0.5%	-1.3%	-4.4%	-13.3%	-9.1%	10.3%	-1.4%	?	8.7%	-3.3%
C/C=C/C=C\C(=O)Nc1cccc(C2=NOC3(C2)C[C@@H](C(N)=O)N(C(=O)c2cc([N+](=O)[O-])cc([N+](=O)[O-])c2)C3)c1 (some centres not stated)	-5.1	-3.5%	0.1%	20.2%	3.2%	7.9%	9.4%	-7.7%	0.2%	?	-18.2%
NC(CC(=O)O)c1ccc(F)cc1 (configuration not stated)	8.0	-1.1%	-0.4%	6.8%	-1.0%[46.1 µM]	-8.7%	5.2%	-7.5%	-0.1%	4.1%	-4.9%
Cn1c(N)c(C(=O)COC(=O)COc2ccc(Cl)cc2)c(=O)n(C)c1=O	24.3	0.9%	-8.1%	?	-2.6%	5.5%	8.6%	-2.1%	-0.4%	3.9%	1.1%
O=C(CN1C(=O)NC2(CCCCCC2)C1=O)c1ccc(Cl)cc1	20.4	-0.5%	-2.6%	?	-5.5%	9.4%	-7.1%	-8.2%	-1.6%	?	15.9%
Cc1ccc(C)c(CN2CCCNC2=O)c1	-2.9	1.1%	-7.6%	23.3%	-1.7%	-1.3%	-4.4%	1.6%	-0.5%	?	/
C/C(=N/Nc1nc(-c2ccccc2)cc(-c2ccccc2)n1)c1ccc(N)cc1	-5.1	-1.3%	/	8.2µM*	3.2%[46.1 µM]	22.7%	2.2%	-2.5%	-0.6%	?	/
Cc1nc2c(c(C)c1C#N)C(=O)c1ccccc1-2	-5.8	0.7%	-8.5%	0.3%	4.5%[46.1 µM]	1.6%	2.2%	-0.9%	4.7%	0.2%	-5.0%
O=C(CCN1CCCO1)N1CCCC(N2CCN(c3ccccc3F)CC2)C1 (configuration not stated)	-35.4	3.1%	0.6%	8.6%	4.4%	-11.2%	-6.0%	1.6%	-0.2%	2.4%	3.8%
CC1CN(C(=O)c2cccc(S(=O)(=O)N3CCOCC3)c2)CC(C)O1 (configuration not stated)	7.2	2.7%	-8.3%	7.3%	/	-5.2%	-7.6%	-4.2%	0.1%	?	2.4%
COc1ccc(CN2CCCC(CO)(Cc3cccc(Cl)c3)C2)cc1OC (configuration not stated)	-7.8	-1.3%	-3.6%	-13.0%	0.5%	-0.4%	1.2%	0.1%	-0.1%	-1.2%	-4.5%
Cc1ccc(S(=O)(=O)NNC(=O)c2ccoc2C)cc1	-2.2	-1.3%	-3.9%	-8.4%	-2.5%	-2.1%	2.3%	-4.3%	0.1%	7.6%	7.3%
O=C(O)CCC(=O)NCc1cn(-c2ccccc2)nc1-c1cccc(Br)c1	0.7	3.1%	-1.1%	5.9%	-3.1%[46.1 µM]	-2.4%	11.0%	0.2%	-0.1%	1.4%	-1.9%
COc1ccc2c(c1)C1(Nc3ccccc3-c3nc4ccccc4n31)C(=O)N2C (configuration not stated)	4.4	-2.0%	-1.4%	-27.3%	-0.7%[46.1 µM]	1.1%	0.5%	-3.7%	-0.3%	27.2%	1.5%
CSCCC(NS(=O)(=O)c1ccccc1F)C(=O)NC(C)c1ccccc1 (configuration not stated)	6.9	3.4%	1.7%	-6.3%	3.6%	0.2%	8.3%	-3.2%	0.1%	1.5%	6.0%
c1ccc(OCCN2CCN(Cc3nc(-c4ccc5c(c4)OCO5)no3)CC2)cc1	-2.1	5.2%	-6.5%	3.9%	1.2%	-7.3%	7.0%	-0.6%	-0.3%	?	2.5%
NCCSC1CC(=O)N(c2ccc(Cl)c(Cl)c2)C1=O (configuration not stated)	2.5	1.4%	-0.7%	8.8%	-2.6%	-1.5%	11.6%	-11.2%	-0.5%	-1.5%	-7.4%
CCCNC(=S)NCc1ccc(Cl)cc1	3.6	1.8%	-1.0%	17.0%	2.3%[46.1 µM]	-1.7%	-5.8%	-25.5%	-0.4%	?	1.5%

Source: PubChem (National Center for Advancing Translational Sciences (NCATS))
